Compound activity deposited in PubChem BioAssay by several laboratories.
TRPC4 inh – blocks the mouse TRPC4 cation channel. B-score at 10 µM. hit rate 0.39% among 300,000. HEK293 TRPC4beta/mu-opioid, DAMGO-evoked Fluo4 calcium flux; stronger effect = lower value. Q9QUQ5;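 active = B-score over 3 SD under the library average, no early fluorescence shift, positive overall ratio signal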
Target sequence (Q9QUQ5 whole entry, looked up): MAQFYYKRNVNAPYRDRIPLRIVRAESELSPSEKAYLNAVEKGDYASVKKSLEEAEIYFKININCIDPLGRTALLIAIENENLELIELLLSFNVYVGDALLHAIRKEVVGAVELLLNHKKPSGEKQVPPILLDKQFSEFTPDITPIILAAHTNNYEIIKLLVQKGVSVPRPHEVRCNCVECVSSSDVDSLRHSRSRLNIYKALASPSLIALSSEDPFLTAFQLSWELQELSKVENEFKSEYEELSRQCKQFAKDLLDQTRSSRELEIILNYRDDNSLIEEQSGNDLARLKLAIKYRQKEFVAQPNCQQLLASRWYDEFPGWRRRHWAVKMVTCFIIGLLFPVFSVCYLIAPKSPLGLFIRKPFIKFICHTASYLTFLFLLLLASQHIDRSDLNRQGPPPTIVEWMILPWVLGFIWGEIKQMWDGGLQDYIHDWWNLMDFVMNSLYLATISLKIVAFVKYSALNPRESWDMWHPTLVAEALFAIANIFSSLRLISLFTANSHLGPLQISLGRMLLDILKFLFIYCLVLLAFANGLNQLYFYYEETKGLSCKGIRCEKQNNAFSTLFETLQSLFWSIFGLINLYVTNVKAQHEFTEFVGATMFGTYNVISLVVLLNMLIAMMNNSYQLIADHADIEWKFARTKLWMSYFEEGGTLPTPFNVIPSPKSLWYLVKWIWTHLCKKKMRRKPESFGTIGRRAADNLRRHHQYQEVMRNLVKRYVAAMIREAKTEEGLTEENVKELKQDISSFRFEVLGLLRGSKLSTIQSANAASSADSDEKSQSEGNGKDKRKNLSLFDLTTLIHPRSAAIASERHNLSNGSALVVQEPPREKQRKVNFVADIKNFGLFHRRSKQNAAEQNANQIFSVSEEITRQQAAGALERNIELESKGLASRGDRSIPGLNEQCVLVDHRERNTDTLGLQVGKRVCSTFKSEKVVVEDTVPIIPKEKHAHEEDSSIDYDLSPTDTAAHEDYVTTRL
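System: stable TRPC4beta/mu-opioid receptor HEK293 cells; Dosing: single-point compound dosing; Measured by: Fluo4 Ca2+ flux fluorescence; Read-out basis: per-well B score of integrated baseline-normalized Fluo4 ratio.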
RGS4 act – potentiators or activators of RGS4 | hit rate 0.92% among 310,000 | HEK293 M3R/inducible RGS4, carbachol calcium flux Fluo4; stronger effect = lower value | B-score at 10 µM;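 active = B-score of the integrated calcium signal more than 4 SD below the library mean, with starting fluorescence not abnormally high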;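 also: negative B-score means reduced calcium response which marks RGS4 activation or potentiation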
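System – HEK293 FlpIn-TREx cells, stable M3R, doxycycline-inducible RGS4 · Reagent – ECmax carbachol challenge · Times – compound preincubation 20 min at room temperature before agonist · Technique – Fluo4 fluorescence kinetic imaging of calcium · Measure – B score of integrated Fluo4 ratio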
Platelet DG rel – platelet dense granule release activity; AID 1663; inhibition, %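 (compounds screened at 7.5 µM in platelet-rich plasma)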; human platelet-rich plasma, SFLLRN dense granule ATP release, luminescence; hit rate 0.22% among 300,000;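 active = mean replicate score, as percent of positive control, at or above 50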
MrgX1 antag – antagonists of human MrgX1 receptor; Q96LB2; MRGX1-HEK293 calcium flux, Fluo-4, BAM8-22 antagonism; stronger effect = lower value; B-score at 10 µM; hit rate 1.3% among 310,000;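 active = calcium-response B-score plate-corrected more than 3 library SD below zero, starting fluorescence within 5 deviations, no agonist response on first addition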;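 also: peak minus trough fluorescence over baseline after final BAM8-22 challenge near maximal dose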
SKKanGAS inh – blocks kanamycin growth of S. pyogenes SKKanGAS strain; AID 1662; BacTiter-Glo, 6 h; inhibition, % at 7.5 µM; hit rate 1.3% among 300,000;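 active = mean replicate score, as percent of positive control median, at least 50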;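 also: strain carries kanamycin resistance gene driven by streptokinase promoter and grows in 40 µg/ml kanamycin; loss of luminescence reflects streptokinase promoter inhibition or plain growth inhibition; 0% = median of DMSO wells and 100% = positive control at its reference dose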
TRPC6 inhibitor – blocks the mouse TRPC6 cation channel. HEK293-TRPC6, membrane potential dye, ACh-evoked depolarization; stronger effect = lower value. hit rate 1.1% among 310,000. B-score at 10 µM. AID 2553;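 active = B-score under library mean minus 3 SD, initial fluorescence not abnormally high, positive integrated signal ratio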;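 also: B-score derived from integrated fluorescence ratio over the kinetic read; more negative B-score means stronger inhibition of depolarization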
MrgX1 ag – agonists of human MrgX1 receptor; B-score at 10 µM; AID 588627; Q96LB2; MrgX1-HEK293 cells, Fluo-4 calcium fluorescence, agonist mode; stronger effect = higher value; hit rate 0.44% among 310,000;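 active = calcium response B-score plate-corrected fluorescence ratio at least 3 library SD, with starting fluorescence B-score inside 5 SD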
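Assay system: stable human MrgX1 HEK293 cell line. Quantity: 15,000 cells per well. Schedule: cells plated overnight, dye loaded 0.5 h 37 °C, 0.5 h room temperature. Detection: Fluo-4 NW calcium-flux fluorescence, kinetic read. Read-out basis: peak-minus-minimum fluorescence over baseline, converted to B scores. Control set: positive and negative control wells on each plate.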
HIF activator – HIF pathway transcriptional activation. U2OS HRE-luciferase reporter, luminescence; normalized: DMSO 0%, desferrioxamine 100%. hit rate 0.32% among 300,000. activation, % at 7.5 µM (by protocol);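 active = mean activation of at least 10% of the iron chelator positive control signal, with at least half of replicates also reaching 10%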
TRPC6 act – mouse TRPC6 channel activation; Q61143; HEK293-TRPC6 membrane potential dye fluorescence; stronger effect = higher value; B-score at 10 µM; hit rate 0.13% among 310,000; AID 2550;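 active = B-score of the integrated fluorescence ratio above library mean plus 3 SD, and starting fluorescence ratio within library mean plus 5 SD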;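 also: higher score means more depolarization so channel activation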
MrgX1 PAM – human MrgX1 positive allosteric modulation, primary screen; MrgX1-HEK293, Fluo-4 calcium flux, FDSS; stronger effect = higher value; B-score at 10 µM; hit rate 0.63% among 310,000; AID 588675;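 active = plate-corrected calcium response at least 3 library SD above typical, normal starting fluorescence, not activating the receptor alone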;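 also: compound read alongside a low EC10 to EC30 dose of BAM8-22 agonist; peak minus trough fluorescence over baseline measured at the second addition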
RGS4 block – inhibitors of human RGS4. hit rate 0.45% among 310,000. AID 463165. P49798. HEK293 M3R/RGS4 inducible, Fluo-4 calcium flux; stronger effect = higher value; triggered by carbachol at its EC20. B-score at 10 µM;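 active = B-score, a plate-corrected calcium signal, over three deviations above library mean, with baseline fluorescence within five deviations of library mean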;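 also: RGS4 expression induced by doxycycline in cells with stable M3 receptor; B-score is computed from the integrated fluorescence ratio over baseline after carbachol; higher B-score means a larger calcium signal and so more RGS4 inhibition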
* marks the source's active call; other numbers are inactive results; i = inactive; . = not tested or not shown.

No.	smiles	TRPC4 inh	RGS4 act	Platelet DG rel	MrgX1 antag	SKKanGAS inh	TRPC6 inhibitor	MrgX1 ag	HIF activator	TRPC6 act	MrgX1 PAM	RGS4 block
1	COc1ccc(/C=C(\NC(=O)c2ccc([N+](=O)[O-])cc2)C(=O)N2CCOCC2)cc1	i	i	-0.9	i	8.3	i	i	-0.3	i	i	i
2	COc1ccc(C(=O)NC(=S)NNC(=O)[C@H]2C[C@@H]2c2ccccc2)cc1OC	i	i	4.8	i	102.2*	i	66.9*	0.1	i	i	i
3	O=C1c2ccccc2C(=Nc2ccccc2)C1c1cccc(Br)c1 (configuration not stated)	i	i	1.5	i	13.4	i	i	-0.4	i	i	i
4	COc1ccc(C)cc1S(=O)(=O)Nc1cccc(-c2cn3cccnc3n2)c1	i	i	17.8	i	-5.2	i	i	-3.0	i	i	i
5	COc1ccc(Nc2ccccc2C(=O)O)cc1	i	i	-1.4	i	-3.9	i	i	0.1	i	i	i
6	O=C(CNC(=O)c1ccccc1)OCC(=O)N1c2ccccc2Sc2ccccc21	i	i	-1.6	i	1.5	i	i	-0.2	i	i	i
7	Cc1cc(=O)oc2c(C)c(OCC(=O)N(C)C)ccc12	i	i	-9.0	i	-0.7	i	i	-0.3	i	i	i
8	CC(=O)Nc1ccc(S(=O)(=O)N2CCN(C(=O)c3ncoc3-c3ccccc3F)CC2)cc1	i	i	-7.0	i	0.0	i	i	0.0	i	i	i
9	CCc1nnc(NC(=O)CCC(=O)NCCc2ccc(OC)c(OC)c2)s1	i	i	-3.4	i	-2.3	i	i	0.0	i	i	i
10	Cc1ccsc1C(=O)OCC(=O)NC1CCS(=O)(=O)C1 (configuration not stated)	i	i	-4.3	i	-21.0	i	i	-1.5	i	i	i
11	O=C(Nc1cnn(Cc2ccc(F)cc2)c1)c1cc(-c2cccs2)on1	i	i	4.3	i	2.8	i	i	2.8	i	i	i
12	COc1cccc(-c2nnc(SCC(=O)N3CC(C)CC(C)C3)o2)c1 (configuration not stated)	i	i	9.6	i	-13.8	i	i	-0.1	i	i	i
13	O=C(OCC(=O)N1CCC(c2ccccc2)=N1)c1ccc([N+](=O)[O-])s1	i	i	-2.3	i	-0.3	i	i	-0.8	i	i	i
14	Cc1ccc2c(C)c(C(=O)N3CCN(c4cnccn4)CC3)oc2c1C	i	i	10.9	i	-4.9	i	i	0.6	i	i	i
15	Cc1nc(SC(C)C(=O)c2c(N)n(C)c(=O)n(C)c2=O)c2c(C)c(C)sc2n1 (configuration not stated)	i	i	-1.3	i	-6.6	i	i	-0.2	i	i	i
16	Cc1ccc(NC2=C(Cl)C(=O)OC2OC(=O)c2ccc(C)cc2)cc1 (configuration not stated)	i	i	1.0	i	-1.0	i	i	-0.3	i	8.58*	i
17	Cc1cc(NC(=O)CS(=O)(=O)c2c[nH]c3ccccc23)no1	i	i	11.2	i	-1.4	i	i	0.1	i	i	i
18	Cc1oc(-c2cccc(Cl)c2)nc1CN1CCC(C(=O)NCC2CCCO2)CC1 (configuration not stated)	i	i	2.7	i	-4.8	i	i	0.5	i	i	i
19	O=c1[nH]c(S)nc2sc3c(c12)CCCC3	i	i	0.2	i	14.2	i	i	0.2	i	i	i
20	CSc1nnc(NC(=O)c2ccc(S(=O)(=O)N3CCOCC3)cc2)s1	i	i	-6.2	i	2.3	i	i	1.0	i	i	i
21	CC(C)(C)c1ccc(OCC(=O)NN2Cc3ccccc3C2=N)cc1	i	i	-5.8	i	.	i	i	0.3	i	i	i
22	CCOn1c(=O)c(-c2cccc([N+](=O)[O-])c2)[n+]([O-])c2ccccc21	i	i	3.4	i	-11.9	i	i	-0.2	i	i	i
23	O=C(Nc1cccc(-c2nnc(-c3ccco3)o2)c1)c1ccccc1	i	i	-1.1	i	10.2	i	i	0.6	i	i	i
24	CCNc1nc(Cl)nc(NC2CCCCC2)n1	i	i	-12.7	i	-1.2	i	i	2.9	i	i	i
25	Cc1oc2cc(Br)c(O)c(Br)c2c1C(=O)c1ccccc1	i	i	5.5	i	11.5	i	i	0.3	i	i	i
26	O=C(CCN1C(=O)S/C(=C/c2ccc(F)cc2)C1=O)Nc1ccc(O)c(C(=O)O)c1	i	i	20.1	i	6.4	i	i	0.1	i	i	i
27	COc1ccccc1N1C(=O)S/C(=C\c2ccc(C)s2)C1=O	i	i	4.6	i	1.5	i	i	2.8	i	i	i
28	O=[N+]([O-])CC(=Nc1ccc(Cl)cc1)N/N=C\c1oc(O)c2ccccc12	i	i	-7.2	i	28.5	i	i	-39.4	i	i	i
29	Cc1cc(C)cc(OCC(=O)Nc2ccc3c(c2)OCCO3)c1	i	i	1.0	i	-16.8	i	i	0.7	i	i	i
30	CCCCCN(C(=O)CCC(=O)OCC(=O)N(CC)C1CCCCC1)c1c(N)n(CCCC)c(=O)[nH]c1=O	i	i	-2.5	i	14.4	i	i	0.0	i	i	i
31	CCOc1cccc(N(C(=O)CCC(=O)Nc2cc(C)on2)C(C(=O)NC(C)(C)C)c2ccc(OC)cc2)c1 (configuration not stated)	i	i	3.4	i	0.4	i	i	-0.5	i	i	i
32	Cc1nn(Cc2ccccc2)c(Cl)c1C(=O)OC(C)C#N (configuration not stated)	i	i	-4.4	i	10.3	i	i	-0.4	i	i	i
33	CCOc1ccc(N2C(=O)CC(N3CCc4ccccc43)C2=O)cc1 (configuration not stated)	i	i	-1.1	i	-2.8	i	i	0.1	i	i	i
34	CCS(=O)(=O)N1CCN(c2ncnc3sc(C)c(C)c23)CC1	i	i	11.1	i	1.4	i	i	-0.8	i	i	i
35	COc1ccc(-n2cc(-c3ccc(Br)cc3)[nH]c2=S)cc1	i	i	0.8	i	1.7	i	i	4.8	i	i	i
36	CC(C)NC(=O)NC(=O)COc1ncnc2sccc12	i	i	-1.7	-4.89*	-4.2	i	i	-0.4	i	i	i
37	O=C1C(Cl)=C(NCCCN2CCOCC2)C(=O)N1CCc1ccccc1	i	i	4.1	i	-0.7	i	i	0.7	i	i	i
38	O=S(=O)(c1ccc(F)cc1)N1CCN(c2nc(-c3ccc(F)cc3)cs2)CC1	i	i	-15.2	i	-18.5	i	i	-0.9	i	i	i
39	COc1ccc(-n2c(-c3ccc(Br)cc3)n[nH]c2=S)cc1	i	i	3.4	i	1.5	i	i	-0.2	i	i	i
40	CCOc1cccc(C(=O)NC(=S)Nc2cccnc2)c1	i	i	-9.7	i	-2.8	i	i	2.4	i	i	i
41	COc1ccccc1C(CNC(=O)CCNC(=O)c1ccccc1Cl)N1CCCC1 (configuration not stated)	i	i	5.6	i	11.3	i	i	-1.1	i	i	i
42	O=C(NCc1ccccc1Cl)c1ccc(Br)o1	i	i	11.8	i	-3.7	i	i	-0.1	i	i	i
43	CCn1cc([N+](=O)[O-])c(C(=O)Nc2nc(-c3ccc(C)cc3)c(C)s2)n1	i	i	6.7	-9.97*	22.0	i	i	0.7	i	i	i
44	CCOC(=O)C1=C(CN2CCN(C(=O)c3ccco3)CC2)NC(=O)NC1c1ccc(OC(C)C)cc1 (configuration not stated)	i	i	2.7	i	0.1	i	i	-0.7	i	i	i
45	C=CCN(C(=O)c1csnn1)C(C(=O)NCc1ccccc1)c1ccccc1F (configuration not stated)	i	i	6.4	i	-1.0	i	i	-0.3	i	i	i
46	O=C(O)CCc1ccc(-c2ccccc2)n1CC1CCCO1 (configuration not stated)	i	i	-3.2	i	-16.4	i	i	-0.1	i	i	i
47	O=C(CSc1nncs1)NC(=O)NCc1ccco1	i	i	0.8	i	-4.4	i	i	0.4	i	i	i
48	O=C(O)C1(Cc2nc3ccccc3[nH]2)CCCC1	i	i	1.1	i	10.3	i	i	0.1	i	i	i
49	CCN(CC(=O)NCc1cccs1)c1ccc(S(=O)(=O)N2CCOCC2)cn1	i	i	0.8	i	-5.2	i	i	-0.1	i	i	i
50	COc1ccc(C2/C(=C(\O)c3ccc4c(c3)OCCO4)C(=O)C(=O)N2Cc2cccnc2)cc1OC (configuration not stated)	i	i	-10.7	i	-3.5	i	i	-0.2	i	i	i
51	O=C(CN(C(=O)Cn1nnc(-c2ccccc2F)n1)c1cnc2ccccc2c1)NCC1CCCO1 (configuration not stated)	i	i	0.6	i	6.7	i	i	-0.2	i	i	i
52	Cc1ccc(-n2c(C)nc3c(cnn3-c3ccc(C)c(C)c3)c2=O)cc1C	i	i	-4.9	i	10.6	i	i	1.5	i	i	i
53	Cc1ccc(CNC(=O)Cn2nnc3ccccc3c2=O)cc1	i	i	-2.9	i	-3.3	i	i	1.1	i	i	i
54	COc1cccc(CNC(=O)CCS(=O)(=O)c2ccc3c(c2)NC(=O)CS3)c1	i	i	4.3	i	-8.8	i	i	-0.4	i	i	i
55	Cc1ccc(C)c(NC(=O)Cn2nc(C(F)(F)F)cc2C2CC2)c1	i	i	8.9	i	-0.4	i	i	-0.3	i	i	i
56	CCn1c(=S)sc2c(=O)n(CC(=O)Nc3cccc(Cl)c3)c(C)nc21	i	i	0.9	i	10.7	i	i	0.0	i	i	i
57	Fc1ccc(NC(=S)N/N=C/c2ccc(F)c(F)c2)cc1	i	i	1.5	i	0.9	i	i	3.4	i	i	i
58	COc1ccccc1CNC(=O)c1cccc(NC(=O)c2ccccc2)c1	i	i	5.9	i	-4.9	i	i	25.7*	i	i	i
59	C[C@@H]1C[C@@H]2O[C@H]2/C=C\C=C\C(=O)Cc2c(Cl)c(O)cc(O)c2C(=O)O1	i	i	0.3	i	17.0	i	i	-0.6	i	i	i
60	O=C1Nc2ccc(Cl)cc2C12Nc1ccccc1-c1nnc(SCc3ccccc3F)nc1O2 (configuration not stated)	i	i	-11.1	i	6.7	i	i	-2.4	i	i	i
61	Cc1ccc(-c2nnc(N3CCN(C(=O)c4ccco4)CC3)c3ccccc23)cc1	i	i	-3.6	i	22.6	i	i	-0.5	i	i	i
62	CCc1cc2ccc(OC)cc2nc1SCC(=O)NNC(=O)c1ccco1	i	i	2.3	i	4.4	i	i	-0.4	i	i	i
